# Source: PubChem BioAssay (National Center for Advancing Translational Sciences (NCATS))
# IP6K1 inhibitor – IP6K1 kinase inhibition | AID 1645851 | IP6K1 kinase, ADP-Glo luminescence, 2 h; active compounds read low | activity change, % (series mostly up to about 58 µM) | 140,000 tested, 0.81% active; in the data active = activity change below about -25%
# Target sequence (Q92551 whole entry, looked up): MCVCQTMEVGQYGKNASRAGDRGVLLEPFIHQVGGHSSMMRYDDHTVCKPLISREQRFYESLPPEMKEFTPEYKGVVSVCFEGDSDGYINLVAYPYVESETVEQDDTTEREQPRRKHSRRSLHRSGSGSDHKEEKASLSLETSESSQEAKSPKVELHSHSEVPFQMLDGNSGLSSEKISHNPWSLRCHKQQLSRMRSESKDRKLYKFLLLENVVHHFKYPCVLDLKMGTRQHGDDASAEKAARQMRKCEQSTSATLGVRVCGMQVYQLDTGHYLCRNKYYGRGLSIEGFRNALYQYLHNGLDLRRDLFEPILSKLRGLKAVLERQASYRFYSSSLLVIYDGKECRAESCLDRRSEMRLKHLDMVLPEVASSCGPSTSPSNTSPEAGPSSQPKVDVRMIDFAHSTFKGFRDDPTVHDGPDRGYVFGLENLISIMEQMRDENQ
#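 ADP-Glo luminescence measures ADP made by human IP6K1 during a 2 h RT reaction with ATP/IP6 (mix at 1.3 mM/130 uM); top library doses 57.5 and 19.1 uM final.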
# NIH3T3 tox – cytotoxic compounds in NIH 3T3 cells. NIH 3T3 viability, CellTiter-Glo ATP luminescence, 48-72 h. Potency, µM (highest dose often 96.7 µM), for inactives: at the highest dose activity change, negative = cytotoxicity, usual class: inhibitors. 94,000 tested, 4.3% active; also: potency is read from the fitted curve at half-maximal effect; nearly all actives have a fitted effect of over 55% in size
#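 First NIH 3T3 cells are plated at 400 cells/well; next compound is pinned in; then plates incubate 48 or 72 hr at 37 °C; finally CellTiter-Glo is added and luminescence read after 10 min.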
# SNCA expr inh – reduces expression of the alpha-synuclein gene; HEK-293 SNCA-luciferase knock-in, luminescence, 24 h; Potency, µM (highest dose often 57.2 µM), for inactives: at the top dose activity change, negative = inhibition, most hits filed as inhibitors; 140,000 tested, 0.17% active;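 also: potency is read from the fitted curve at half-maximal effect; plate controls were DMSO cells for no effect and cell-free wells for full effect; nearly all actives have a fitted effect of over 45% in size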
# SNCA viab count – counter-screen for SNCA expression inhibitors: cell viability; HEK-293-SNCA-luc viability, GF-AFC fluorescence, 24 h; Potency, µM (series often up to 57.1 µM), without a hit: at the highest dose activity change, negative = cytotoxicity, hits mostly cytotoxic; 150,000 tested, 0.12% active; AID 1671193;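 also: potency is read from the fitted curve at half-maximal effect; 0% = DMSO-treated cells and -100% = medium-only wells without cells; nearly all actives have a fitted effect of over 30% in size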
#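 Cytotoxicity counterscreen: after 24 h compound treatment of genome-edited SNCA-luciferase HEK-293 cells, live-cell protease substrate GF-AFC read by fluorescence after 30 min; activity scaled between DMSO (0%) and medium-only (-100%), curves Hill-fitted.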
# Luciferase inh – inhibitors of firefly (Photinus pyralis) luciferase; purified P. pyralis luciferase, luminescence, biochemical; Potency, µM (titrated, usually from 115 µM), for the others: at the highest dose activity change, negative = inhibition, usual class: inhibitors; 76,000 tested, 2.5% active; AID 1347043; also: potency is read from the fitted curve at half-maximal effect; nearly all actives have a fitted effect of over 65% in size
#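 FLuc 10nM, D-luciferin 10uM, ATP 10uM, Mg acetate 10mM, Tris acetate pH 7.5, Tween/BSA; cpd qHTS; enzyme added last; CCD luminescence.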
# HEK cytotox – HEK 293 cell cytotoxicity; HEK 293 viability, ATP luminescence (CellTiter-Glo), 48-72 h; Potency, µM (doses to about 115 µM), for the others: at the top dose activity change, negative = cytotoxicity, most hits filed as inhibitors; 94,000 tested, 6.6% active; AID 1345083; also: potency is read from the fitted curve at half-maximal effect; nearly all actives have a fitted effect of over 60% in size
#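 Viability of HEK 293 cells, plated at 250 cells/well, was judged by cellular ATP after compound treatment for 48 or 72 hr. Luminescence was imaged 10 min after CellTiter-Glo addition at room temperature.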
# GPT2 inh – inhibitors of human GPT2 alanine aminotransferase; Q8TD30; Recombinant GPT2, coupled pyruvate oxidase/HRP Amplex Red fluorescence; Potency, µM (doses to about 57.7 µM), without a hit: top-dose activity change, negative = inhibition, hits mostly inhibitors; 100,000 tested, 0.25% active; AID 1671188; also: potency is read from the fitted curve at half-maximal effect; nearly all actives have a fitted effect of over 60% in size; many of its hits are not listed in these tables
# Target sequence (Q8TD30 whole entry, looked up): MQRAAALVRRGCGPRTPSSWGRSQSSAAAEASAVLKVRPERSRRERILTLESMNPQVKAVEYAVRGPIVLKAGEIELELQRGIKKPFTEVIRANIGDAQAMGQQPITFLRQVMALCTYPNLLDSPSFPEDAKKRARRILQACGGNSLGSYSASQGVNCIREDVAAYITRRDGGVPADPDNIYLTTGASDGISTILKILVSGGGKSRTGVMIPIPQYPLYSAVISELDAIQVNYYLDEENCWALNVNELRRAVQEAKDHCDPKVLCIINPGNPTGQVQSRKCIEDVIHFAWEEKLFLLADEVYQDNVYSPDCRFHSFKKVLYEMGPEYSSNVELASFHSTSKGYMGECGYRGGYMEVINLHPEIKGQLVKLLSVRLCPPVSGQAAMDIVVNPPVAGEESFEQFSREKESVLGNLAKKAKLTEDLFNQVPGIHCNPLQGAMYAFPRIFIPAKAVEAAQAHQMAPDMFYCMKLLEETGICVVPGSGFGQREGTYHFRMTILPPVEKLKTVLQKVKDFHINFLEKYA
#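 Recombinant GPT2 (10ng/uL) with 250uM a-KG and 2mM L-alanine, 30 min at room temperature, in HEPES pH 7.5 buffer. Pyruvate detected by pyruvate oxidase/HRP/Amplex Red fluorescence after 30 min in the dark; AOA (50uM) as positive control.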
# * = called active by the depositor; i = inactive; ? = inconclusive; . = no result given; [ ] = remark or other dose. Unless noted, calls follow the shape of the dose curve; as a rule, active = well fitted curve in the direction sought with a large enough effect; inconclusive = small, poorly fitted or top-dose-only effect, or another doubt; inactive = no such curve, though single readings can be large; an effect the other way counts as inactive or inconclusive. Unless noted, % is scaled to controls: 0 for no effect and ±100 for the full control effect.
SMILES,IP6K1 inhibitor,NIH3T3 tox,SNCA expr inh,SNCA viab count,Luciferase inh,HEK cytotox,GPT2 inh
COCCn1c(C)cnc1CCNC(=O)NCC(C)C,-5,-7%,-5%,7%,-10%,1%,2%
CCn1c(=O)c2cc(C(=O)Nc3cccc(C(F)(F)F)c3)sc2c2ccccc21,-7,.,-5%,-1%,.,.,.
CNC(=O)c1cc(C2CC2)nc2onc(C3CCN(C(=O)Nc4ccc(C)c(F)c4)C3)c12 (centres undefined),-4,?,.,.,.,45µM*,.
CNC(=O)N1CCC(Cc2ncc(C)n2C2CC2)C1 (centres undefined),-15,2%,2%,-9%,-1%,1%,i
CC(C)c1ccc(S(=O)(=O)N2CCN(CC(=O)Nc3ccccc3C(F)(F)F)CC2)cc1,-2,.,-1%,9%,.,.,.
COCCNC(=O)c1nc2c(o1)CCN(Cc1ccc(OC)cc1)CC2,25,?,-10%[87.6 µM],1%[87.6 µM],-7%[172 µM],?,i
Cc1ccccc1C(=O)Nc1ccccc1C(=O)OCc1cc(=O)n2nc(C3CC3)sc2n1,-12,.,26%,-1%,.,.,.
Cc1cc(S(=O)(=O)N2CC(C(=O)NCc3ccncc3)C3(CCOCC3)C2)ccc1F (centres undefined),1,2%,0%,-4%,0%,4%,i
Cc1nn(-c2ccccc2)c2c1C(C)N(CC1CN(C(=O)c3ccccc3Cl)C1)C2=O (centres undefined),15,?,.,.,.,50µM*,.
Cc1cccc(N(C)C(=O)c2cc3c(=O)oc4ccc(C)cc4c3s2)c1,8,.,-15%,9%,.,.,.
Cn1ncc2c(N[C@@H]3CS(=O)(=O)C[C@H]3O)nc(-c3ccncc3)nc21,3,?,4%,-17%,-12%,?,4%
CCN(C(=O)CCS(=O)(=O)c1ccc2c(c1)CCN2C(C)=O)c1cccc(C(F)(F)F)c1,-1,.,30%,13%,.,.,.
CC(C)OCCCNC(=O)[C@H]1CN(Cc2ccccc2)C[C@H]1C(=O)O,-6,-8%,-2%,-9%,-2%,0%,-13%
O=C(COc1ccc(-c2nnc3n2CCCC3)cc1)NCc1ccccc1,-2,i,1%,1%,2%,1%,i
CCOc1ccc(N2CC(NC(=O)CCc3ccccc3)CC2=O)cc1 (centres undefined),0,.,-1%,-12%,.,.,.
O=C(c1ccc(C(F)(F)F)cc1)N1CCCC(C(=O)N2CCC(c3nc4ccncc4[nH]3)C2)C1 (centres undefined),9,-12%,-7%,-7%,.,-3%,?
CN1CCN(c2cc(=O)c3ccnc(-c4cccc(CO)c4)c3o2)CC1,-18,?,27%[87.6 µM],-6%[87.6 µM],0%[172 µM],-6%[172 µM],5%[88.5 µM]
Cc1ccc(-n2nc(C(=O)N3CCN(c4cc(Cl)ccc4C)CC3)c3c4ccccc4n(C)c3c2=O)cc1,10,.,20%,9%,.,.,.
COc1cc(OC)cc(C(=O)N2CCC(c3ccncc3)CC2)c1,23,.,20%,4%,.,.,.
O=C(NCCc1ccccc1)N1CCC(Oc2ncccc2C(=O)N2CCOCC2)C1 (centres undefined),-1,i,?,0%,5%,0%,i

# A different layout for part of the listing above.
# Values run as follows: IP6K1 inhibitor	NIH3T3 tox	SNCA expr inh	SNCA viab count	Luciferase inh	HEK cytotox	GPT2 inh
- CCN(C(=O)CCS(=O)(=O)c1ccc2c(c1)CCN2C(C)=O)c1cccc(C(F)(F)F)c1
 : -1	.	30%	13%	.	.	.
- CC(C)OCCCNC(=O)[C@H]1CN(Cc2ccccc2)C[C@H]1C(=O)O
 : -6	-8%	-2%	-9%	-2%	0%	-13%
- O=C(COc1ccc(-c2nnc3n2CCCC3)cc1)NCc1ccccc1
 : -2	i	1%	1%	2%	1%	i
- CCOc1ccc(N2CC(NC(=O)CCc3ccccc3)CC2=O)cc1 (centres undefined)
 : 0	.	-1%	-12%	.	.	.
- O=C(c1ccc(C(F)(F)F)cc1)N1CCCC(C(=O)N2CCC(c3nc4ccncc4[nH]3)C2)C1 (centres undefined)
 : 9	-12%	-7%	-7%	.	-3%	?
- CN1CCN(c2cc(=O)c3ccnc(-c4cccc(CO)c4)c3o2)CC1
 : -18	?	27%[87.6 µM]	-6%[87.6 µM]	0%[172 µM]	-6%[172 µM]	5%[88.5 µM]

# The listing continues.
SMILES,IP6K1 inhibitor,NIH3T3 tox,SNCA expr inh,SNCA viab count,Luciferase inh,HEK cytotox,GPT2 inh
O=[S+]([O-])(Nc1cccnc1)c1ccc2c(c1)OCCN(Cc1cccs1)C2,-2,?,-2%[87.6 µM],-6%[87.6 µM],0%[172 µM],-19%[172 µM],-4%[88.5 µM]
CCOC(=O)c1cc(-c2ccccc2)n(-c2cccc(C(=O)Nc3ccc(F)c(F)c3)c2)c1C,3,.,?,-6%,.,.,.
COCCN(Cc1nccs1)Cc1cn[nH]c1-c1ccc(F)cc1,9,-18%,-10%,-7%,0%,-16%,-8%[11.5 µM]
CCC(=O)N1Cc2ccccc2CC2(CCCN(Cc3ccncc3)C2)C1 (centres undefined),2,-29%,1%,-5%,.,-17%,3%
O=C1CCN(C(=O)CCCc2c[nH]c3ccccc23)CCCOCCN1,-14,-15%,3%,4%,2%,-2%,i
CCCCCC(N)=O,-2,.,-19%[25.6 µM],-21%[23.9 µM],.,.,5%
COc1cc(C(=O)Nc2ccc3nc(SCc4ccccc4)sc3c2)cc(OC)c1OC,5,.,38%[activator],5%,.,.,.
CCN(CC)CCNC(=O)C1CCCN(S(=O)(=O)c2ccccc2)CCC(=O)NCC1 (centres undefined),2,i,-15%,-9%,-3%,i,?
COCC1CCCN(C(=O)c2ccc(-c3c(OC)cc(C)cc3OC)nc2)C1 (centres undefined),2,-16%,3%,-4%,6%,-5%,-3%
CC(C)NC(=O)CCC[C@@H]1[C@H]2CCCN3CCC[C@@H](CN1Cc1cccnc1)[C@@H]23,-2,-2%,-15%,10%,2%,11%,i
O=C(c1n[nH]c2c1CCCCCC2)N1CCC(c2nc(C3CCOCC3)no2)C1 (centres undefined),11,-6%,-12%,?,-6%,?,i
Cc1ccc(N2CC(NC(=O)Cc3cccs3)CC2=O)cc1C (centres undefined),16,.,?,0%,.,.,.
COC(=O)[C@@H]1Cc2ncn(Cc3ccc(Cl)cc3)c2CN1C(=O)c1cccs1,6,?,-24%[87.6 µM],-14%[87.6 µM],-7%[172 µM],-10%[172 µM],-6%[88.5 µM]
Cc1cccc(CNC(=O)[C@@]23CCCC[C@H]2N(C)C(=O)CC3)c1,-3,-6%,-3%,0%,2%,-2%,1%
COc1ccc(C(=O)N[C@H]2[C@H](O)[C@H](O)C[C@@H]2c2ccc(C(F)(F)F)cc2)cc1,0,-8%[138 µM],-9%[87.6 µM],?,5%[172 µM],-15%[172 µM],1%[88.5 µM]
CCC(C)NC(=O)CCCn1c(=O)c2cccn2c2ccccc21 (centres undefined),-11,.,40%[activator],2%,.,.,.
O=C1CCN(C(=O)CCc2nc3ccccc3[nH]2)CCCCCCN1,-12,-29%,10%,-1%,-13%,-12%,2%
Cc1ccccc1-c1nccn2c(C3CN(C(=O)c4cc5ccccc5[nH]4)C3)ncc12,0,79µM*,-29%[87.6 µM],-27%[87.6 µM],?,89µM*,-13%[88.5 µM]
Cc1ccc(C(=O)N2CCCC2c2nc(CCOCC3CCOCC3)no2)s1 (centres undefined),2,-13%,13%,?,0%,-23%,i
CC(=O)N1CCCc2cc(S(=O)(=O)N(C)CC(=O)Nc3ccc(C(C)C)cc3)ccc21,14,.,97%[activator],-4%,.,.,.
O=C(NCc1ccc(F)cc1)C(=O)NCC(c1ccco1)S(=O)(=O)c1cccs1 (centres undefined),16,.,-9%,5%,.,.,.
Cc1ccc(CCNC(=O)c2cc3c(=O)n(C)c4ccccc4c3n2C)cc1,22,.,-22%,-1%,.,.,.
CCN(C(=O)C1CCCN(c2ncnc3c2nc2n3CCCCC2)C1)c1cccc(C)c1 (centres undefined),9,.,?,?,.,.,.
O=C1CCCN1C1CCN(Cc2cccnc2)CC1,7,i,?,2%[87.6 µM],2%[172 µM],1%[172 µM],-3%[88.5 µM]
Cc1c(-c2ccccc2F)[nH]c2ccc(CNC(=O)CCc3cnccn3)cc12,2,?,49%[activator],-4%,?,?,?
Cn1cc(-c2cc(=O)c3ccnc(NCc4ccc5c(c4)OCO5)c3o2)cn1,-16,25µM*,6%[87.6 µM],-3%[87.6 µM],?,?,5%[88.5 µM]
O=C(N1CCC(c2nc(C3CCOCC3)no2)C1)C1(c2ccccc2)CC1 (centres undefined),20,-11%,-15%,-5%,0%,-2%,i
O=C(Nc1cccc(Cl)c1)N1CCC(n2cnnc2C2CC2)C1 (centres undefined),12,i,1%,7%,-4%,1%,-10%
COc1cc(Cl)c(C)cc1NC(=O)CCc1nc2cccnc2n1Cc1cccs1,14,.,7%,11%,.,.,.

# Five compounds out of the list, arranged by length of the SMILES, low to high:
SMILES,IP6K1 inhibitor,NIH3T3 tox,SNCA expr inh,SNCA viab count,Luciferase inh,HEK cytotox,GPT2 inh
O=C1CCCN1C1CCN(Cc2cccnc2)CC1,7,i,?,2%[87.6 µM],2%[172 µM],1%[172 µM],-3%[88.5 µM]
O=C(Nc1cccc(Cl)c1)N1CCC(n2cnnc2C2CC2)C1 (centres undefined),12,i,1%,7%,-4%,1%,-10%
O=C(N1CCC(c2nc(C3CCOCC3)no2)C1)C1(c2ccccc2)CC1 (centres undefined),20,-11%,-15%,-5%,0%,-2%,i
Cc1c(-c2ccccc2F)[nH]c2ccc(CNC(=O)CCc3cnccn3)cc12,2,?,49%[activator],-4%,?,?,?
CCN(C(=O)C1CCCN(c2ncnc3c2nc2n3CCCCC2)C1)c1cccc(C)c1 (centres undefined),9,.,?,?,.,.,.
